Screening data: PubChem BioAssay, several laboratories
CHRM4 PAM = CHRM4 positive allosteric modulation | P08173 | CHO-K1 hM4/Gqi5, Fluo-8 calcium fluorescence, ACh EC20; 0% = ACh EC20, 100% = maximal ACh | activation, % at 3 µM | 360,000 compounds, 0.4% hits;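 active means activation above its plate's cutoff, the mean activation of sample wells plus 3 SD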; further: some results filed as inactive read as strong as hits
MEKK3 PB1 HTS = raises or lowers MEK5 binding to the human MEKK3 PB1 domain. Q99759. bead-based flow cytometry, Alexa488-MEK5 binding to MEKK3; actives lie on both sides; 0 = blocked by unlabeled MEK5, 100 = vehicle. binding response (% of control), % at 10 µM. 290,000 compounds, 1.4% hits. AID 1529;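 active means binding response more than 3 SD above or below the average of its plate-row segment, actives on both sides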;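 further: Alexa488 bead fluorescence after subtracting the streptavidin-only scavenger bead signal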
IDE cell activ = activators of human insulin-degrading enzyme in cells; 340,000 compounds, 0.073% hits; activation, % at 5.96 µM; AID 493087; HEK cells, FAbeta-B cleavage, fluorescence polarization; 0% vehicle, 100% cell-free pure enzyme wells;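 active means activation above the mean of all tested compounds plus 3 SD, set per screening campaign, cut at about 17% in these data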
CRFR2-BP ag = CRF-BP/CRF-R2 complex agonism; activation, % at 13.2 µM; 350,000 compounds, 0.46% hits; HEK293 CRF-R2/CRF-BP, calcium dye fluorescence (FLIPR); percent of saturating CRF peptide response; AID 588473;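 active means activation of at least 50%, plus an integration ratio under a set limit after plate pattern correction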;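 further: plate controls were neutral control wells without compound for no effect and CRF at EC100 for full effect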
pCIP destab = p/CIP protein destabilization; AID 1984; Q05BA5; decrease of EGFP signal, % at 10 µM; F442A p/CIP-EGFP cells, EGFP fluorescence, 16 h; 290,000 compounds, 0.01% hits;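 active means EGFP signal decrease of at least 30% at 10 µM or well 3 SD below plate mean, unless failing retest; inactive means the rest, including hits failing retest or dose response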; further: some compounds called inactive have numbers as strong as hits; many of its hits are not listed in these tables
Target sequence (Q05BA5 1-1403): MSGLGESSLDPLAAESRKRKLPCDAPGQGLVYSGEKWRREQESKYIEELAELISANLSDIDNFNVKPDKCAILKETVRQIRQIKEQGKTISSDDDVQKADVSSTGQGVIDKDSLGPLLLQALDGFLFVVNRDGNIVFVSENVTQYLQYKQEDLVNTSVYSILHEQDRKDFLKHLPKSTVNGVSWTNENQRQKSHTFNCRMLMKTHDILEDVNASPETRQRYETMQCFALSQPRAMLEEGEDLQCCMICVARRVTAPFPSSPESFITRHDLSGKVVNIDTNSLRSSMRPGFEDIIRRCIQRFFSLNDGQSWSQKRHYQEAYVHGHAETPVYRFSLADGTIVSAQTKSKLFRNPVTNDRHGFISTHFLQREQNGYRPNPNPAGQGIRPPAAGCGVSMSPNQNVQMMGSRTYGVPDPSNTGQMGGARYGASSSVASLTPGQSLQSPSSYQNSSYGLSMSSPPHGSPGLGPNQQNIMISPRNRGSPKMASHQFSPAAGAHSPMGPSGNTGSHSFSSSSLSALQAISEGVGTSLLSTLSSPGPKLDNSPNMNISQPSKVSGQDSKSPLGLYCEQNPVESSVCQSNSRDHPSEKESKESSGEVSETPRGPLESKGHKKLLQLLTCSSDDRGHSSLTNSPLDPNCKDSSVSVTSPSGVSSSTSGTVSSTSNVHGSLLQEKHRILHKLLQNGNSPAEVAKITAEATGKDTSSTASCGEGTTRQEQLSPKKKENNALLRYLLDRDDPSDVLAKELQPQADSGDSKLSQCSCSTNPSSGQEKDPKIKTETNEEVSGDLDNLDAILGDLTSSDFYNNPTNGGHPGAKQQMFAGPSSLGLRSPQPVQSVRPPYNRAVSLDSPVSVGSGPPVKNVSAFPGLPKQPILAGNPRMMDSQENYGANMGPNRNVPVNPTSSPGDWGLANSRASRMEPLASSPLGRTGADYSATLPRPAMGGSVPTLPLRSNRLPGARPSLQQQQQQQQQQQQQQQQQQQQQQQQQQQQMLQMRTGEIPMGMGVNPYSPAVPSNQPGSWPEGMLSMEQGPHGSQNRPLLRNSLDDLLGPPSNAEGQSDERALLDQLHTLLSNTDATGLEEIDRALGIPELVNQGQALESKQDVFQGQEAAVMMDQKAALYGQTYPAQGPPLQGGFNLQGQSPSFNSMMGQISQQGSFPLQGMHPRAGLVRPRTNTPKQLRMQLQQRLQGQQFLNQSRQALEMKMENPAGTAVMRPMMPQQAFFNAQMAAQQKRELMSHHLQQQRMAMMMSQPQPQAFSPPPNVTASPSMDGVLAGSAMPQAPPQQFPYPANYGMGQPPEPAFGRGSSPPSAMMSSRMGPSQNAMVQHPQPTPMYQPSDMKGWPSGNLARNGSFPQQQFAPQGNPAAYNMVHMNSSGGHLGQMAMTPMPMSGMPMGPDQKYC
GalR3 antagonist = blocks the human galanin receptor 3. O60755. HEK293 GalR3-CNG cAMP membrane potential fluorescence; galR3 body fused to GalR1 C-terminus. inhibition, % at 3 µM. 360,000 compounds, 0.44% hits. AID 651719;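 active means inhibition above the screen-wide average plus 3 SD, cut at about 13% in these data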;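 further: forskolin and galanin both at EC90 stimulate the cells; cAMP rise reported by CNG channel membrane potential dye signal; 0% = forskolin plus galanin with DMSO and 100% = forskolin alone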
IDE inh = inhibitors of human insulin-degrading enzyme in cells | P14735 | HEK cells, FAbetaB cleavage, fluorescence polarization | inhibition, % at 5.59 µM | 320,000 compounds, 0.41% hits;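 active means percent inhibition above the average of all tested compounds plus 3 SD, set per screening campaign, cut at about 16% in these data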;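 further: IDE supplied by intact live HEK cells; FP after avidin binding of uncleaved biotin substrate so inhibition keeps polarization high; 0% = DMSO wells and 100% = 60 µM reference IDE inhibitor Ii1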
CRFR2-BP antag = antagonists of CRF-binding protein/CRF-R2 receptor complex. HEK293 CRF-R2/CRF-BP, CRF-induced calcium fluorescence. inhibition, % at 11.8 µM. 350,000 compounds, 0.59% hits. AID 588475;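 active means inhibition of the ligand-induced calcium signal above about 50% at the single tested concentration, limit read from the data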
PHOSPHO1 block = inhibitors of human PHOSPHO1 phosphatase | Q8TCT1 | recombinant PHOSPHO1, absorbance phosphatase assay | inhibition, % at 13.3 µM | 290,000 compounds, 1.1% hits | AID 1565; in the data active means inhibition above about 60%
Starred values were filed as active, the others as inactive; · = not tested or not shown.

IDE inh | PHOSPHO1 block | IDE cell activ | pCIP destab | MEKK3 PB1 HTS | CHRM4 PAM | CRFR2-BP antag | CRFR2-BP ag | GalR3 antagonist | compound
1 | 4 | 4 | 4 | 100 | -4 | 5 | -0.8 | 5 | C/C(CC(=O)NC1CCCC1)=N\NC(=O)c1ccc([N+](=O)[O-])c(Cl)c1
-1 | -56 | 4 | -6 | 103 | 12 | -50 | 1.5 | -2 | NC(=S)N/N=C/c1cccc(O)c1O
· | · | · | · | · | -3 | 12 | 3.3 | -8 | Nc1nonc1-n1nnc(C(=O)N/N=C/c2ccco2)c1CSc1ccc(Cl)cc1
-2 | 39 | -4 | 1 | 104 | 3 | 34 | -0.1 | -8 | O=C(NCCCCc1ccccc1)c1ccccc1F
4 | -6 | 4 | -4 | 99 | -1 | 15 | -1.1 | 3 | Cc1ccc(-c2c(C#N)c(N)nc3c2CCCC3)s1
6 | 2 | 1 | -8 | 107 | 3 | -3 | -1.1 | -3 | CCCCOC(=O)Nc1nnc(CCOCC)s1
0 | 3 | 1 | -3 | 96 | 6 | 1 | -0.5 | 1 | CCCCc1cc(=O)oc2cc(C)cc(OC(C)C(=O)NCc3ccccn3)c12 (stereo unspecified)
9 | 61* | 9 | 6 | 63 | -5 | -1 | 1.1 | -5 | COc1ccc(-n2nc([N+](=O)[O-])c(=NCCCN3CCCC3=O)n2O)cc1
2 | 12 | -5 | -19 | 99 | 13 | -7 | -0.5 | -7 | O=C(Cn1c(O)c(/C=C2\C=Nc3ccccc32)sc1=O)N1CCOCC1
-3 | 4 | -1 | -18 | 100 | -3 | -9 | 0.2 | -1 | CCN(/N=C/c1ccc(Cl)cc1)c1cc(=O)n(C)c(=O)[nH]1
0 | · | 4 | · | · | 8 | 14 | -1.5 | -4 | COC(=O)C1CCN(C(=O)COC(=O)c2oc3ccccc3c2C)CC1
6 | 23 | 1 | -19 | 98 | 10 | 20 | -1.5 | -1 | O=C(CCS(=O)(=O)Cc1ccccc1F)NCCCN1CCCCC1
4 | 30 | -5 | -7 | 106 | 11 | 9 | 4.0 | 10 | Cc1c(-n2c(SCC(=O)O)nnc2-c2ccccc2Br)c(=O)n(-c2ccccc2)n1C
3 | 1 | 3 | -9 | 99 | 10 | -7 | -0.1 | -4 | CCOc1ccc(OCCN2C(=O)NC(Cc3c[nH]c4ccccc34)C2=O)cc1 (stereo unspecified)
3 | 55 | -2 | -11 | 96 | 3 | 7 | 0.1 | -2 | COc1ccccc1CNC(=O)COC(=O)CCC(=O)c1cccs1
-1 | 32 | 4 | -22 | 104 | -1 | 7 | 0.7 | -6 | CCCN=C1CC(C)(C)CC(=O)/C1=C(/O)CCC
3 | 0 | 5 | 8 | 105 | 3 | 1 | 6.2 | 9 | Cc1ccc(OC(=O)COc2ccccc2)c(-n2nc3ccccc3n2)c1
3 | 8 | 2 | -19 | 98 | -10 | 32 | 2.2 | 0 | O=C(O)c1ccc(NC(=O)c2cn(-c3ccccc3)nc2-c2ccccc2)cc1
1 | 5 | -2 | -3 | 110 | -1 | 9 | -1.4 | -5 | CC(C)C(=O)Nc1ccc(N2CCN(S(C)(=O)=O)CC2)cc1
2 | 5 | -4 | -13 | 104 | -15 | -18 | 0.5 | -8 | O=C(c1ccccc1)c1ccc(OCC(O)CN2CCN(S(=O)(=O)N3CCCCC3)CC2)cc1 (stereo unspecified)

Complete entries, looked up by structure. Order of screens: IDE inh	PHOSPHO1 block	IDE cell activ	pCIP destab	MEKK3 PB1 HTS	CHRM4 PAM	CRFR2-BP antag	CRFR2-BP ag	GalR3 antagonist
NC(=S)N/N=C/c1cccc(O)c1O is listed as -1	-56	4	-6	103	12	-50	1.5	-2
CCCCOC(=O)Nc1nnc(CCOCC)s1 is listed as 6	2	1	-8	107	3	-3	-1.1	-3
O=C(c1ccccc1)c1ccc(OCC(O)CN2CCN(S(=O)(=O)N3CCCCC3)CC2)cc1 (stereo unspecified) is listed as 2	5	-4	-13	104	-15	-18	0.5	-8

Following part:
IDE inh | PHOSPHO1 block | IDE cell activ | pCIP destab | MEKK3 PB1 HTS | CHRM4 PAM | CRFR2-BP antag | CRFR2-BP ag | GalR3 antagonist | compound
-2 | 47 | 3 | -7 | 105 | 9 | -2 | 1.3 | 1 | Cc1cccc(C(=O)NCC(=O)NC(C)CCc2ccccc2)c1 (stereo unspecified)
-2 | -3 | -1 | -4 | 108 | -7 | 11 | -1.0 | 1 | O=S(=O)(NC1CCCCCC1)c1ccc(Br)s1
-1 | 34 | 4 | 4 | 102 | 1 | -9 | -0.4 | -1 | CCN(CC(=O)NCc1ccc(Cl)cc1)C(=O)C(C)Sc1ccccc1 (stereo unspecified)
1 | 32 | -4 | -3 | 103 | -8 | -8 | -2.8 | -1 | COc1ccc(C(=O)C2CCCN(C(=O)c3ccc4cc[nH]c4c3)C2)c(C)c1 (stereo unspecified)
8 | 15 | 6 | 6 | 100 | 11 | 6 | -0.5 | 0 | O=C(COc1ncnc2ccc(Br)cc12)N1CCOCC1
0 | -7 | 1 | -1 | 112 | 3 | 4 | 1.6 | -3 | COc1ccc(CCNc2ccncn2)cc1OC
1 | -18 | 6 | -8 | 100 | -9 | -1 | -0.7 | -7 | COc1ccc(S(=O)(=O)Cc2ccc(C(=O)NCc3ccc(C)cc3)o2)cc1
0 | 11 | 1 | -1 | 124 | 3 | 7 | -2.1 | 0 | COc1ccc(S(=O)(=O)N2CCC(C(=O)Nc3cccc(C(C)=O)c3)CC2)cc1
6 | 9 | 4 | -16 | 110 | -4 | -18 | 0.5 | -1 | CCn1c(=O)c([N+](=O)[O-])c(NCCN(C)C)c2ccccc21
· | · | -3 | -2 | 97 | -3 | -23 | 20 | 0 | CCC(NC(=O)c1cc(COc2ccc(F)cc2Cl)on1)c1ccncc1 (stereo unspecified)
· | · | · | · | · | -8 | 2 | -1.9 | 2 | Cc1ccc(S(=O)(=O)NCc2ccccc2)cc1C(=O)N1CCN(S(=O)(=O)c2ccccc2F)CC1
10 | -24 | -1 | 4 | 155* | -1 | -1 | -0.4 | 4 | O=C(COc1ccc(C(=O)Nc2ccc(Cl)cc2)cc1)NCc1ccccc1
2 | 48 | 7 | 0 | 90 | -5 | 0 | -1.0 | -7 | CCOc1ccccc1N(CC(=O)NC1CCCCC1)C(=O)c1nsc(Cl)c1Cl
1 | 34 | -3 | -10 | 99 | -2 | -223 | 171* | 2 | COc1ccc(-c2ccc(C3C(C#N)=C(N)Oc4n[nH]c(C)c43)o2)cc1 (stereo unspecified)
0 | 8 | 1 | 3 | 105 | 2 | -15 | 0.7 | -6 | Cc1cc(C)cc(C(=O)N(CCc2ccccc2)C2=CC3CCC(C2)N3C)c1 (stereo unspecified)
2 | 72* | -2 | 2 | 98 | 10 | -9 | -0.1 | -5 | COc1cccc(OC)c1C(=O)Nc1cccc(-n2cnnn2)c1
4 | 43 | -1 | -30 | 97 | -4 | -13 | -0.5 | 1 | Cc1ccc2nc(-c3cccnc3)cc(C(=O)Nc3ccccc3[N+](=O)[O-])c2c1
0 | 14 | 0 | -5 | 101 | 2 | 4 | 0.3 | 1 | COc1ccc(/C=C(/NC(=O)c2ccc(C)cc2)C(=O)N2CCCC2)cc1OC
5 | 1 | -3 | -8 | 106 | 1 | 1 | -5.8 | 2 | Cc1ccc(NC(=O)COc2ccc(Br)cc2CO)cc1
3 | 27 | · | -5 | 91 | 2 | 24 | 0.3 | -2 | Cc1ccc2nc(C)c3c(c2c1)SCC3
-1 | · | -2 | · | · | 12 | 5 | -0.7 | 0 | CCOC(=O)C1CCCN(C(=O)c2sc3nc4n(c(=O)c3c2C)CCC4)C1 (stereo unspecified)
-2 | 20 | 2 | -5 | 105 | -4 | -28 | 1.9 | -4 | CC(=O)c1cc2c(cc1NC(=O)c1ccc(C)cc1)OCCO2
-2 | -116 | 8 | 1 | 96 | 5 | -4 | 0.0 | 1 | CCN(CC(=O)Nc1ccc(NC(C)=O)cc1)C(=O)/C=C/c1ccc(S(=O)(=O)N2CCCCCC2)cc1
0 | -19 | 0 | -3 | 105 | 7 | -3 | -0.5 | -3 | COc1cc2c(cc1NC(=O)CSc1nnc(COc3ccc(Cl)cc3)n1C)oc1ccccc12
-1 | · | 2 | · | · | 11 | -8 | -2.5 | 0 | CCN1CCN(c2ccc(S(=O)(=O)N3CCOCC3)cc2NC(=O)c2ccc(Cl)cc2Cl)CC1
-4 | · | 6 | · | · | -7 | 14 | -0.3 | -3 | O=C(OCC(=O)N(Cc1ccccc1)Cc1ccccc1)c1ccccc1O
3 | 14 | 5 | -2 | 110 | 4 | -6 | 7.7 | -4 | Cc1c(NC(=O)CSc2ccccc2C(=O)Nc2cccnc2)c(=O)n(-c2ccccc2)n1C
8 | 19 | -4 | -3 | 103 | -2 | -11 | -0.3 | -1 | CCCCN(CCCC)c1nc2ccccc2nc1NS(=O)(=O)c1ccc(NC(C)=O)cc1
2 | 53 | 0 | 2 | 99 | 19 | -2 | 12 | -3 | COc1ccc(C2CCN(CC(=O)N(C)C)CC2O)cc1 (stereo unspecified)
3 | -10 | 1 | -9 | 81 | -7 | 15 | 0.9 | 2 | CCOc1ccccc1NC(=O)COC(=O)CN(C)S(=O)(=O)c1ccc(C)cc1
-1 | · | 1 | · | · | -3 | -2 | 2.0 | -4 | Cc1ccccc1-c1cc(C(=O)NCc2cccs2)nn1CC1CC(c2cccc([N+](=O)[O-])c2)=NO1 (stereo unspecified)
4 | 16 | 3 | -20 | 99 | 11 | -4 | 0.8 | -4 | O=c1cc(C(Cl)(Cl)Cl)oc2c1ccc1ccccc12
1 | -7 | 7 | -4 | 99 | 7 | -14 | -6.0 | · | O=C(Nc1nc2c(Cl)ccc(Cl)c2s1)c1ccco1
2 | 7 | 2 | 8 | 99 | -2 | 47 | 0.0 | -6 | O=C1CSC(c2ccccn2)N1c1ccc2ccccc2c1 (stereo unspecified)
3 | 5 | 3 | 10 | 102 | 6 | 8 | -3.5 | -3 | COC(=O)c1[nH]c2ccccc2c1NC(=O)CN1CCN(C(=O)c2ccco2)CC1
6 | 48 | 4 | 3 | 129* | 4 | -1 | -0.1 | 16* | COc1cc(C(Nc2ccc(S(=O)(=O)NCC3CCCO3)cc2)C(=O)NC(C)(C)C)cc(OC)c1OC (stereo unspecified)
· | · | · | · | · | 4 | 1 | -2.1 | -1 | O=C(c1ccccc1)C1CC1c1ccccc1 (stereo unspecified)
0 | -5 | 2 | 17 | 99 | -4 | 3 | -0.8 | -3 | CC(C)[C@H](NC(=O)c1ccccc1)C(=O)O
-4 | 41 | 5 | -4 | 101 | -6 | 16 | -2.3 | -7 | COc1cccc(OCC(=O)N(C)Cc2nc(-c3cccc(C)c3)no2)c1
4 | 27 | -2 | -1 | 95 | 10 | -10 | 0.7 | -8 | COc1ccc(OC)c(S(=O)(=O)Nc2ccc3c(c2)C(=O)OC3)c1
· | · | 4 | · | · | -3 | 1 | 3.3 | · | O=C(C[C@H]1C[C@H](C(=O)N2CCCCC2)[C@@]2(CCc3ccccc3)c3[nH]c4cc(-c5ccco5)ccc4c3CCN2C1=O)NCCC1=CCCCC1
2 | 15 | 4 | -11 | 95 | 2 | -13 | -0.8 | -4 | C=CC(=O)NC(C)(C)Cc1ccccc1
1 | -23 | 7 | 2 | 107 | 5 | 7 | -1.3 | -6 | COc1cc(C)cc(C(=O)O)c1C1=C(O)c2cccc(O)c2C(=O)C1=O
